SUMO HTRF inh: inhibitors of human SUMOylation (UBC9) | P63279 | 290,000 compounds, 0.36% hits | HTRF SUMOylation assay, SAE1/SAE2 + UBC9, in vitro | inhibition, % at 35 µM; in the data active = inhibition above about 50%, passing the limit was not always enough; note: strong numbers were not always called active
Target sequence (P63279 whole entry, looked up): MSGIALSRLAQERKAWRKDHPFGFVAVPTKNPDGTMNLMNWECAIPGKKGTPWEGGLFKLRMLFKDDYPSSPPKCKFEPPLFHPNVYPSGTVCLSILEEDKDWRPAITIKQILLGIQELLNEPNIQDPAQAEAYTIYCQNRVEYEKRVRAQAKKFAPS
CRFBP-R2 block: antagonists of CRF-binding protein/CRF-R2 receptor complex; HEK293 CRF-R2/CRF-BP, CRF-induced calcium fluorescence; inhibition, % at 11.8 µM; 350,000 compounds, 0.59% hits; AID 588475;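 active = inhibition of the ligand-induced calcium signal above about 50% at the single tested concentration, limit read from the data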
CRFR2-BP ag: agonists of human CRF-binding protein/CRF-R2 receptor complex; activation, % at 13.2 µM; AID 588473; HEK293 CRF-R2/CRF-BP, calcium dye fluorescence (FLIPR); percent of saturating CRF peptide response; 350,000 compounds, 0.46% hits;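 active = activation of at least 50%, plus an integration ratio under a set limit after plate pattern correction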;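 note: plate controls were neutral control wells without compound for no effect and CRF at EC100 for full effect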
MEKK3 PB1 HTS: MEKK3-MEK5 PB1 interaction, increase or decrease | Q99759 | bead-based flow cytometry, Alexa488-MEK5 binding to MEKK3; actives lie on both sides; 0 = blocked by unlabeled MEK5, 100 = vehicle | binding response (% of control), % at 10 µM | 290,000 compounds, 1.4% hits | AID 1529;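 active = binding response more than 3 SD above or below the average of its plate-row segment, actives on both sides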;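 note: Alexa488 bead fluorescence after subtracting the streptavidin-only scavenger bead signal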
Target sequence (Q99759 whole entry, looked up): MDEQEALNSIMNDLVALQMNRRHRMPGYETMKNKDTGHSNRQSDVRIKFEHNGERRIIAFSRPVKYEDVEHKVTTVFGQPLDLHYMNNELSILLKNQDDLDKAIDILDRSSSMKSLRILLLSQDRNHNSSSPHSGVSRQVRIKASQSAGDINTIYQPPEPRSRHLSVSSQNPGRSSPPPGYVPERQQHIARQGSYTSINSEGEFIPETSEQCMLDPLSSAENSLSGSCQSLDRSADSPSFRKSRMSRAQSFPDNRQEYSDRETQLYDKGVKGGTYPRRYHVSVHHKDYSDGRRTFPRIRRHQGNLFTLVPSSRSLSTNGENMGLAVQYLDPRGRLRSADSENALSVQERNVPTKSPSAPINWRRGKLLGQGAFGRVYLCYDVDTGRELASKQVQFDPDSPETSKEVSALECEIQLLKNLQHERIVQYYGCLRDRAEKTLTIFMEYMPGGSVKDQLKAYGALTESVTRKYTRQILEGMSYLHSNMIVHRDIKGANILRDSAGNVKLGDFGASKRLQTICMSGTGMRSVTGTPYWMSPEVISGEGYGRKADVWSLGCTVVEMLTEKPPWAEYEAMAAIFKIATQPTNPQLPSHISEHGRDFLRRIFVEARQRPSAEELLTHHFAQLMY
MEKK2 WT-MEK5: raises or lowers MEK5 binding to wildtype human MEKK2 PB1 domain | Q9Y2U5 | bead flow cytometry, Alexa488-MEK5 binding to MEKK2 WT; actives lie on both sides | 290,000 compounds, 1.1% hits | binding response (% of control), % at 10 µM | AID 1531; in the data active = binding response below about 67% or above about 130%
HCV NS3 hel inh: blocks Hepatitis C virus NS3 helicase unwinding; AID 1800; NS3 helicase DNA unwinding, Cy5 molecular beacon fluorescence; inhibition, % at 10.9 µM; 290,000 compounds, 0.56% hits;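 active = inhibition above the mean of all tested compounds plus 3 SD, set per campaign, cut at about 35% in these data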;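 note: 0% = DMSO wells and 100% = thioflavine S control wells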
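System: NS3 helicase fragment of HCV / Schedule: 1 h at 25 °C / Control set: DMSO alone as 0% and 110 µM thioflavine S as 100% / Reagent: Cy5/quencher beacon DNA duplex and ATP to start / Technique: Cy5 fluorescence / Replication: singlicate / Evaluation: % inhibition of end-to-start signal ratio versus controls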
MEKK2 mut-MEK5: signal of MEK5 binding to mutant human MEKK2 PB1 domain; bead flow cytometry, Alexa488-MEK5 binding to MEKK2 mutant; percent response, % at 10 µM; 290,000 compounds, 0.35% hits; in the data active = percent response above about 24%, passing the limit was not always enough; note: inactives centre near 1; some results filed as inactive read as strong as hits
GalR3 antag: human GalR3 antagonism; O60755; HEK293 GalR3-CNG cAMP membrane potential fluorescence; galR3 body fused to GalR1 C-terminus; inhibition, % at 3 µM; 360,000 compounds, 0.44% hits;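 active = inhibition above the screen-wide average plus 3 SD, cut at about 13% in these data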;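 note: forskolin and galanin both at EC90 stimulate the cells; cAMP rise reported by CNG channel membrane potential dye signal; 0% = forskolin plus galanin with DMSO and 100% = forskolin alone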
Target sequence (O60755 1-299 limits assumed): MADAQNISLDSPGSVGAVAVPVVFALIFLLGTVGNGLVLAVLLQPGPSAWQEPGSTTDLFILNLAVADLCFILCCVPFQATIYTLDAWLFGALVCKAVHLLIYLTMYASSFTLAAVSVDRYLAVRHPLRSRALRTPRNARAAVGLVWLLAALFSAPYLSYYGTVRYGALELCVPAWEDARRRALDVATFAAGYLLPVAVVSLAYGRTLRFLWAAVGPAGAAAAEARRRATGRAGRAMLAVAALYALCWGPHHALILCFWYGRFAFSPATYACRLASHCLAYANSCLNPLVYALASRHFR
DNA FID counter: fluorescent intercalator displacement, NS3 helicase counter-screen; DNA fluorescent intercalator displacement, fluorescence; inhibition, % at 7.9 µM; 290,000 compounds, 0.17% hits; in the data active = inhibition above about 37%;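 note: 0% = vehicle and 100% = reference compound; higher means more ethidium bromide displaced from hairpin DNA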
An asterisk follows results filed as active; · = not tested or not shown; [ ] = remark or other dose. The list is partial; the hit share may differ from the screen's.

SMILES	SUMO HTRF inh	CRFBP-R2 block	CRFR2-BP ag	MEKK3 PB1 HTS	MEKK2 WT-MEK5	HCV NS3 hel inh	MEKK2 mut-MEK5	GalR3 antag	DNA FID counter
O=C(NCC(=O)N(Cc1cccs1)C(C(=O)NC1CCCCC1)c1ccco1)c1ccco1 (stereo unspecified)	19	-6	-0.2	94	94	-8	-4	-4	-35
CCOC(=O)c1c(NC(=S)Nc2ccccc2C)sc2c1CCC2	2	-26	0.7	127	101	10	0	-5	-20
CCOC(=O)[C@@H]1[C@H]2COc3ccccc3[C@H]2N2C(=O)N(c3ccccc3)C(=O)[C@]12C	-4	2	-1.2	101	99	-2	0	·	-31
CCN1C(=O)[C@H]2[C@@H](c3ccc(C)cc3)N3C(=O)N(c4ccc(C)cc4)C(=O)[C@@]3(C)[C@H]2C1=O	14	0	-1.4	94	90	1	-2	-6	-30
O=C(CSc1nc2ccccc2c(=O)n1CCCN1CCOCC1)Nc1ccc2c(c1)OCO2	8	-5	0.6	100	101	-13	-2	-7	6
Cc1cc(C)nc(SC2CC(=O)N(c3ccc(C)c(C)c3)C2=O)n1 (stereo unspecified)	-1	-4	-0.7	105	102	5	1	-11	-16
COc1ccc(S(=O)(=O)N2CCN(Cc3ccc(Cl)cc3)CC2)cc1	9	10	0.1	93	97	2	-3	-3	2
O=C(CSc1nnnn1-c1cccc2c1CCCC2)N1CCOCC1	23	-17	1.0	73	78	-4	-10	-7	-20
CCOc1ccc(NC(=O)N(C2CCCCCC2)C2CCN(C(C)=O)CC2)cc1	-15	1	-2.1	90	92	5	-7	-2	1
COc1ccc(CNC(=O)C2CCN(S(=O)(=O)N3CCCC3)CC2)cc1	·	11	-2.6	105	108	0	4	-5	-16
CCOc1ccc(-n2c(Cc3cc(=O)[nH]c(=O)[nH]3)nnc2SCC(=O)Nc2nnc(C)s2)cc1	-10	17	-0.2	103	104	-2	-1	-6	-1
C=CCNC(=O)CCCC(=O)NCC=C	34	3	0.1	97	100	-5	0	-6	0
OCC[C@@H]1C[C@@H](O)[C@H](O)[C@]2(Cc3ccccc3CO2)O1	3	3	1.3	104	98	-6	-6	-4	-10
O=C(c1ccccc1)c1ccc(OCCCN2CCCCC2)cc1	6	-14	1.6	109	105	12	4	2	13
CC(=O)Nc1ccc2nc3ccccc3nc2c1	92*	84*	11	96	93	9	-5	-1	6
CCN(CC)CCCNCC(=O)Nc1cc(C)on1	13	30	5.9	99	98	2	1	-4	19
CCOc1ccccc1-n1nnnc1SC(C)C(=O)OC (stereo unspecified)	2	-2	-2.8	108	96	4	2	7	-6
COc1ccc(C(=O)NC(=S)NCc2cccnc2)cc1Cl	-3	-2	-0.5	102	110	-4	5	-5	-24
CC(=O)CSc1ncnc2sc3c(c12)CCC3	6	-2	-0.7	105	105	9	3	-4	-5
O=[N+]([O-])c1cccc(C(=S)N2CCN(c3ccc(F)cc3)CC2)c1	18	-2	-4.3	103	99	-10	2	-4	-2
CCOc1ccccc1N=Cc1c(O)c2ccccc2oc1=O	26	-5	-1.0	103	106	10	9	-7	-14
CCOC(=O)c1cc2occc2n1CC(=O)NC1CCC(C)CC1 (stereo unspecified)	-3	4	-1.0	104	99	5	4	-6	-4
CCn1c(C)[n+](CCOCC[n+]2c(C)n(CC)c3cc(Cl)c(Cl)cc32)c2cc(Cl)c(Cl)cc21	5	-6	0.7	97	100	-5	1	-4	12
CCCn1c(N)c(C(=O)CSc2nc3ccccc3n2CCC#N)c(=O)n(C)c1=O	1	3	-0.5	97	98	2	3	-5	-7
CCNc1nc(NCC)nc(N/N=C/c2ccc(OC)cc2)n1	27	6	-4.2	101	103	9	-1	-3	-13

The results go on.
SMILES	SUMO HTRF inh	CRFBP-R2 block	CRFR2-BP ag	MEKK3 PB1 HTS	MEKK2 WT-MEK5	HCV NS3 hel inh	MEKK2 mut-MEK5	GalR3 antag	DNA FID counter
O=C(NCCc1ccccc1)c1ccccc1NC(=O)C1CCCO1 (stereo unspecified)	8	0	-0.7	96	92	-3	-3	-4	-20
Cc1nc2c(F)c(F)c(C(F)(F)F)c(F)c2[nH]1	23	10	13	103	110	16	7	-5	-4
O=C(Cn1ccc(C(F)(F)F)n1)N/N=C/c1cccs1	1	17	0.7	100	96	7	-2	-12	-1
Cc1cccc(CCNC(=O)CCc2c(C)nc3ncnn3c2C)c1	12	18	-1.2	103	105	2	1	-1	-2
COc1cccc(/C=N/NC(=O)c2ccccc2N(Cc2ccccc2)S(=O)(=O)c2ccccc2)c1OC	-28	16	4.2	·	·	-23	·	5	-19
O=C(CN1C(=O)CSc2ccc(S(=O)(=O)N3CCOCC3)cc21)NCc1cccnc1	10	-6	1.0	92	100	7	-1	-3	0
CCCS(=O)(=O)NCc1ccc2c(c1)cc(C)n2C	8	-1	0.3	104	101	-3	4	-4	-15
O=C(Nc1nnc(SCC(=O)N2CCCc3ccccc32)s1)c1cccc2ccccc12	20	-35	-2.8	107	102	0	-1	1	-3
CCOC(=O)c1sc(NC(=O)c2ccc3ncsc3c2)nc1C	-33	-10	-1.5	100	109	-7	7	2	0
CC1=NN(c2ccccc2)C(=O)/C1=C/c1ccc[nH]1	-17	10	-4.0	105	106	2	-1	-3	-1
CCc1ccc(-c2cc(C(=O)N/N=C/c3ccco3)[nH]n2)cc1	-20	-4	-0.7	101	94	-8	-1	-7	-16
COc1ccc(C)cc1NS(=O)(=O)c1cc(C)ccc1C	-10	3	3.4	103	101	-7	0	-8	-15
Cc1ccc(C(=O)CC(=O)c2ccccc2C)c(O)c1	3	-10	-0.3	100	101	16	2	6	-9
Cc1cc(C(=O)NC2=NCCS2)cs1	-18	21	3.9	108	115	-2	10	-7	-2
COC(=O)Nc1ccc(S(=O)(=O)N2CCCC(C(=O)Nc3cccc4c3OCCO4)C2)cc1 (stereo unspecified)	-4	-3	0.0	102	95	-11	1	-4	-22
CCCC(=O)Nc1cccc(NC(=O)c2ccccc2Br)c1	-7	-3	-0.7	100	100	-2	3	2	-1
COc1cc2[nH]c(=O)n(Cc3ccc(C(=O)NC4CCCC4)cc3)c(=O)c2cc1OC	-3	0	-0.6	101	102	6	5	-6	0
COc1ccc(CC(=O)OCc2cc3ccccc3[nH]c2=O)cc1	23	12	-1.5	97	99	-3	3	·	-24
COc1ccc2nc(C)cc(C(=O)O)c2c1	-14	27	0.1	106	105	-4	7	-4	3
COC(=O)C(CCSC)NC(=O)CNS(=O)(=O)c1ccc(F)cc1 (stereo unspecified)	1	7	-1.3	94	96	-1	-5	-3	-3
Cc1cc(C)n(-c2nc(SCC(=O)Nc3nccs3)c3c4c(sc3n2)COC(C)(C)C4)n1	20	19	1.6	83	86	2	-10	-1	-5
N/C(=N\OC(=O)Cc1ccccc1[N+](=O)[O-])c1ccc(Br)cc1	-1	-5	0.9	99	99	-13	-2	-4	1
O=C(C1CCN(C2CCN(Cc3ccc4cc(F)ccc4n3)CC2)CC1)N1CCCC1	19	-4	0.2	101	100	12	4	-2	14
Cc1cc(NC(=O)CSc2nc(-c3cccs3)cc(C(F)(F)F)n2)no1	-5	-21	20	89	-7.0*[inhibitor]	-1	-35	-7	1
CCOC(=O)c1c(C)[nH]c(C)c1S(=O)(=O)NCCc1cccs1	-5	-5	-0.4	104	104	5	4	-1	-14

6 compounds from above, sorted by number of heavy atoms, ascending.
SMILES	SUMO HTRF inh	CRFBP-R2 block	CRFR2-BP ag	MEKK3 PB1 HTS	MEKK2 WT-MEK5	HCV NS3 hel inh	MEKK2 mut-MEK5	GalR3 antag	DNA FID counter
O=C(Cn1ccc(C(F)(F)F)n1)N/N=C/c1cccs1	1	17	0.7	100	96	7	-2	-12	-1
COc1ccc(C)cc1NS(=O)(=O)c1cc(C)ccc1C	-10	3	3.4	103	101	-7	0	-8	-15
CCOC(=O)c1sc(NC(=O)c2ccc3ncsc3c2)nc1C	-33	-10	-1.5	100	109	-7	7	2	0
COc1ccc(CC(=O)OCc2cc3ccccc3[nH]c2=O)cc1	23	12	-1.5	97	99	-3	3	·	-24
COc1cc2[nH]c(=O)n(Cc3ccc(C(=O)NC4CCCC4)cc3)c(=O)c2cc1OC	-3	0	-0.6	101	102	6	5	-6	0
O=C(Nc1nnc(SCC(=O)N2CCCc3ccccc32)s1)c1cccc2ccccc12	20	-35	-2.8	107	102	0	-1	1	-3

Later entries
SMILES	SUMO HTRF inh	CRFBP-R2 block	CRFR2-BP ag	MEKK3 PB1 HTS	MEKK2 WT-MEK5	HCV NS3 hel inh	MEKK2 mut-MEK5	GalR3 antag	DNA FID counter
O=C(CCN1C(=O)c2ccccc2C1=O)Nc1sc2c(c1C(=O)NCC1CCCO1)CCC2 (stereo unspecified)	-4	20	-2.7	99	102	2	-2	2	-24
CN1C(=O)CSc2ccc(C(=O)O)cc21	5	-3	1.6	101	103	-2	6	2	1
Cc1ccc(OCC(=O)NCCNC(=O)c2ccco2)cc1C	2	5	-0.6	102	100	0	-5	-9	-7
O=S(=O)(CCc1nnc(-c2ccccc2)o1)c1ccc2ccccc2c1	-2	-6	0.1	105	106	8	3	0	2
CCCCN(C)C(=O)Cn1c(=O)oc2cc(S(=O)(=O)N3CC(C)CC(C)C3)ccc21 (stereo unspecified)	12	-5	-4.3	132*	117	2	29	1	-35
O=C(CNS(=O)(=O)c1cccs1)N1CCCCC1	23	5	-1.3	99	103	8	-1	-9	-3
C/C=C/C(=O)OCC(=O)Nc1cccc(Br)c1	8	-3	-1.2	104	98	-7	-3	1	0
CN(Cc1nc(C(c2ccccc2)c2ccccc2)no1)CC1COCCO1 (stereo unspecified)	-9	12	-6.0	105	104	8	-7	-3	-45
CN(C)/C=C/C(=O)c1ccccc1	6	21	-0.5	96	88	2	-4	-2	-2
O=[N+]([O-])c1ccc(O)c(/C=N/Nc2ncnc3c2cnn3-c2ccccc2)c1	-32	-4	-0.3	109	107	22	6	-6	-10
O=C(CS(=O)(=O)Cc1ccccc1)N1CCc2ccccc21	1	6	-1.0	99	97	-1	-3	-7	-3
CCOC(=O)c1[nH]c(C)c(C(=O)N2CCc3c([nH]c4ccccc34)C2c2ccccn2)c1C (stereo unspecified)	-9	-27	-2.2	101	94	-3	-8	-2	-33
O=C(Nc1nc2ccccc2c(=O)s1)c1ccco1	18	5	-6.7	91	88	29	-7	-4	-1
COc1ccc(/C=N/N=C2/SCC(=O)N2Cc2ccccc2)cc1	-3	11	-1.2	102	98	17	1	-1	-9
CCCc1cc(=O)[nH]c(SCC(=O)Nc2sc3c(c2C#N)CCC(C)C3)n1 (stereo unspecified)	28	5	-5.3	98	92	28	-4	-6	-17
c1ccc(CSc2nnc(-c3ccncc3)o2)cc1	9	-16	6.7	92	95	-16	-7	-1	-6
COc1ccc(OC)c(NC(=O)NCCN2CCN(c3ccccc3)CC2)c1	7	-4	-3.4	104	108	-24	7	-6	2
N#CCc1ccc(Oc2ccc([N+](=O)[O-])cn2)cc1	30	27	0.5	48*[inhibitor]	52	4	-19	-1	8
COc1ccc(Cl)cc1NC(=S)NCc1ccccn1	-7	14	-1.3	96	104	9	5	-3	-1
CCCCCCN(C(=O)CCCCCN1C(=O)NC(c2ccc(-c3ccccc3)cc2)C(C(=O)OCc2ccccc2)=C1C)C(C(=O)NCCCC)c1ccc(O)cc1 (stereo unspecified)	13	·	·	91	89	22	-7	·	-8
COc1ccc(NS(=O)(=O)c2cccs2)c(OC)c1	-27	2	-1.6	100	99	5	9	-2	1
O=C1C2C3C=CC(C3)C2C(=O)N1CNc1ccccn1 (stereo unspecified)	9	-36	3.6	104	103	-4	6	-1	4
COC(=O)C1=NN(C(C)=O)C2(CC(=O)N(c3cc(C)cc(C)c3)C2=O)C1 (stereo unspecified)	-8	2	-1.3	98	94	0	-2	0	-3

Compound activity: PubChem, several laboratories
